NSD2 HMT inh = NSD2 (human) methyltransferase inhibition | inhibition, % at 12.5 µM | NSD2 peptide methylation, AlphaScreen, 120 min | 310,000 tested, 0.54% active; in the data active = inhibition above about 50%
Arrestin-AP2 inh = human beta-arrestin and AP2 interaction inhibition | AID 504490 | inhibition, % at 10 µM | FITC-arrestin peptide / GST-AP2 beads, flow cytometry; AP2 beta2 appendage carries R879A mutation | 340,000 tested, 0.31% active;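 active = inhibition above a set limit, near 3 SD of compounds lacking own fluorescence, cut at about 54% in these data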;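 also: plate controls were DMSO wells for no effect and 5 µM unlabelled arrestin peptide for full effect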
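System: GST-AP2 R879A bound to glutathione beads, E. coli-expressed. Also added: 50 nM FITC-arrestin peptide. Schedule: compound with beads 12 min RT, then probe 1 h RT. Signal: bead flow cytometry, FITC channel. Read-out basis: percent response.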
Keap1 Nrf2 FP = disrupts human Keap1 binding to Nrf2 peptide; Q14145; Keap1 Kelch-Nrf2 peptide fluorescence polarization, 1536-well; inhibition, % at 9.4 µM; 340,000 tested, 0.15% active; in the data active = inhibition above about 12%;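 also: human Keap1 Kelch domain with fluorescein labeled Nrf2 9mer peptide probe; 0% = neutral control wells and 100% = peptide positive control; higher means more block of Keap1 binding to Nrf2 peptide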
SR-BI HDL uptake = inhibitors of mouse SR-BI mediated HDL lipid uptake. Q61009. ldlA[mSR-BI] CHO cells, DiI-HDL uptake fluorescence, 3 h. inhibition, % at 12.5 µM. 320,000 tested, 0.96% active. AID 488896;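 active = mean replicate inhibition of at least 70% and a set share of replicates each scoring 70 or more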;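 also: 0% = median of neutral control wells and 100% = median of positive control wells; values of inactives mirror those of a sister screen read the other way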
C-LANA FP = KSHV C-LANA DNA binding inhibition; MBP-C-LANA/FAM-LBS DNA binding, fluorescence polarization; inhibition, % at 9 µM; 340,000 tested, 0.078% active; AID 504423;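 active = highest replicate inhibition at or above 60% at 9 µM, even if other replicates fall short; inactive = all replicates below 60% inhibition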;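 also: 0% = neutral control wells and 100% = 4 µM acridine orange control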
DAGLB inh = blocks human DAGLB lipase activity; Q8NCG7; 340,000 tested, 0.059% active; HEK293T DAGLB membrane lysate, EnzChek fluorogenic substrate; inhibition, % at 5.17 µM; in the data active = inhibition above about 34%;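 also: 0% = enzyme with vehicle and 100% = wells lacking enzyme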
RTF Ca sens inh = cardiac RTF calcium desensitization; P19429+P45379; IANBD-labeled cardiac RTF, Ca2+ fluorescence; inhibition, % at 7.15 µM; 340,000 tested, 0.12% active; AID 493244;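 active = inhibition above the mean inhibition of all tested compounds plus 3 SD, cut at about 17% in these data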;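 also: assay run at fixed EC70 calcium of 1.6 mM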
PvdQ acylase = P. aeruginosa PvdQ acylase inhibition | purified PvdQ acylase, fluorescence plate reader | inhibition, % at 10 µM | 340,000 tested, 0.063% active | AID 488965; in the data active = inhibition above about 30%, passing the limit was not always enough;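 also: 0% = vehicle neutral wells and 100% = reference inhibitor wells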
PKA-R2B act = PKA-R2B complex activation; P22694+P31323; PKA-R2B holoenzyme dissociation, Cy5-IP20 fluorescence polarization; R2B truncated from residue 108, S112A mutant; 0% DMSO only, 100% 113 µM cGMP; activation, % at 11.4 µM; 340,000 tested, 0.079% active; AID 504700;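 active = activation above a cutoff set at the mean over all compounds plus 3 SD, cut at about 18% in these data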;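 also: higher means more holoenzyme dissociation and a rise in polarization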
Target sequence (P31323 whole entry, looked up, other chains not shown, the tested form may be a part): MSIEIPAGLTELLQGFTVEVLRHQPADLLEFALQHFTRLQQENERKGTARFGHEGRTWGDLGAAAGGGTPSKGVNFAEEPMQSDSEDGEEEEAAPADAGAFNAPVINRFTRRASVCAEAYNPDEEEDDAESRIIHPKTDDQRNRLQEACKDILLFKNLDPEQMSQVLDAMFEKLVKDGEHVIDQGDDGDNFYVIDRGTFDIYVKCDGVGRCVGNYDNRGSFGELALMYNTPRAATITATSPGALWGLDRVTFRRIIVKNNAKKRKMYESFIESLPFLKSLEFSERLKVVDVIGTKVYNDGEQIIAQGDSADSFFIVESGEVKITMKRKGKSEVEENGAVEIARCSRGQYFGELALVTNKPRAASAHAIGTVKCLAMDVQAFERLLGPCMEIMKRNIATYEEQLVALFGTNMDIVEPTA
SR-BI DiI-HDL act = activators of SR-BI mediated HDL lipid uptake | activation, % at 12.5 µM | AID 504775 | 320,000 tested, 0.096% active | CHO ldlA[mSR-BI] cells, DiI-HDL uptake fluorescence, 3 h; 100 = double the neutral-control signal;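 active = mean replicate activation of at least 60% and every replicate at or above 60%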;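 also: 0% = median plate neutral-control signal and 100% = twice that signal; values of inactives mirror those of a sister screen read the other way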
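Test system: SR-BI-overexpressing, LDLR-lacking CHO cells; Medium: Ham's F12 with 0.5% BSA, HEPES 25 mM, pH 7.4; Schedule: 3 h, 37 °C; Technique: bottom-read fluorescence, 550/595 nm.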
* hit, by the source's call; x = not tested or not shown.

Labels used below – A = NSD2 HMT inh; B = Arrestin-AP2 inh; C = Keap1 Nrf2 FP; D = SR-BI HDL uptake; E = C-LANA FP; F = DAGLB inh; G = RTF Ca sens inh; H = PvdQ acylase; I = PKA-R2B act; J = SR-BI DiI-HDL act
1	COc1ccc(C2(C#N)CCN(C)CC2)cc1
  A: 1	B: 4	C: -2	D: 10	E: 0.3	F: -1	G: 4	H: 11	I: 0	J: -10

2	Cn1c(=O)cc(OCC(=O)N2CCN(C3CCCCC3)CC2)c2ccccc21
  A: x	B: -1	C: 6	D: -10	E: 1.0	F: 1	G: -4	H: -6	I: -14	J: 10

3	Cc1cccc(OP(=O)(Nc2cccnc2)Oc2cccc(C)c2)c1
  A: 0	B: 2	C: 0	D: -5	E: -0.3	F: 1	G: -26	H: -4	I: -9	J: 5

4	Cc1cccc(-n2c(C)nc3ccccc3c2=O)n1
  A: 1	B: 4	C: -6	D: -8	E: -0.9	F: -2	G: -6	H: -15	I: 1	J: 8

5	O=C1NC(=O)C(=Cc2cccs2)C(=O)N1
  A: 1	B: 2	C: -2	D: 1	E: -0.9	F: 3	G: -1	H: -16	I: 4	J: -1

6	CC1(C)OC(c2ccccc2)=C/C(=C/C=C2C(=O)NC(=O)NC2=O)O1
  A: 5	B: 26	C: -54	D: 5	E: -20	F: -12	G: -178	H: 14	I: -14	J: -5

7	CC(C)C[C@H](NP(=O)(O)O[C@@H]1O[C@@H](C)[C@H](O)[C@@H](O)[C@H]1O)C(=O)N[C@@H](Cc1c[nH]c2ccccc12)C(=O)O
  A: x	B: -4	C: 0	D: -8	E: 0.5	F: -1	G: -13	H: -5	I: 5	J: 8

8	COC(=O)C1=C(c2ccc(OC)c(OC)c2)C[C@@H]2CC[C@H]1N2C(=O)N1CCC(C)CC1
  A: x	B: -4	C: 0	D: -1	E: 1.2	F: -2	G: -4	H: -7	I: 6	J: 1

9	Cc1cc(C=C2C(=O)NC(=O)NC2=O)c(C)n1-c1cccnc1
  A: 12	B: 38	C: 12*	D: x	E: 13	F: 0	G: -14	H: 9	I: -2	J: x

10	Cn1c(O)c(C=NCc2ccco2)c(=O)n(C)c1=O
  A: 0	B: 3	C: -1	D: -30	E: -0.9	F: 4	G: -6	H: 2	I: 6	J: 30

A few values from the list:
`Cc1cccc(-n2c(C)nc3ccccc3c2=O)n1` in PvdQ acylase reads -15
`CC(C)C[C@H](NP(=O)(O)O[C@@H]1O[C@@H](C)[C@H](O)[C@@H](O)[C@H]1O)C(=O)N[C@@H](Cc1c[nH]c2ccccc12)C(=O)O` in Arrestin-AP2 inh reads -4

The list continues.
Labels used below – A = NSD2 HMT inh; B = Arrestin-AP2 inh; C = Keap1 Nrf2 FP; D = SR-BI HDL uptake; E = C-LANA FP; F = DAGLB inh; G = RTF Ca sens inh; H = PvdQ acylase; I = PKA-R2B act; J = SR-BI DiI-HDL act
11	COc1ccc(C)cc1NC1=NCCCS1
  A: 2	B: 6	C: -2	D: -22	E: 3.0	F: 1	G: -3	H: 9	I: 5	J: 22

12	COC(=O)C1=C(c2ccc(F)cc2OCc2ccccc2)C[C@@H]2CC[C@H]1N2C(=O)NC1CCCCC1
  A: x	B: 4	C: 0	D: 7	E: 1.7	F: -12	G: -3	H: -6	I: -11	J: -7

13	NP(=O)(Oc1ccccc1)Oc1ccccc1
  A: -2	B: -6	C: 2	D: -12	E: 6.4	F: -1	G: -6	H: 12	I: 11	J: 12

14	CC(NS(C)(=O)=O)c1nnc2n1-c1ccc(Br)cc1C(c1ccccc1Cl)=NC2 (stereo unspecified)
  A: -2	B: 18	C: -3	D: 1	E: -0.9	F: -3	G: 6	H: 3	I: -14	J: -1

15	O=C1NC(=O)C(=Cc2coc3ccccc3c2=O)C(=O)N1
  A: 0	B: -2	C: -9	D: -15	E: 1.1	F: -1	G: -4	H: -13	I: -9	J: 15

16	CN1C(=O)c2ccccc2NC(=O)[C@]12O[C@@H]2c1ccccc1
  A: x	B: -1	C: 1	D: 1	E: 4.7	F: 0	G: 2	H: 0	I: 7	J: -1

17	O=[N+]([O-])c1ccc(-c2ccccc2)c([As](=O)(O)O)c1
  A: 4	B: -6	C: -3	D: -3	E: 1.4	F: -4	G: -9	H: -11	I: -6	J: 3

18	Cc1cc(OCC(=O)N2CCC(C(=O)O)(c3ccccc3)CC2)c2c(C)cc(=O)oc2c1
  A: x	B: -5	C: 4	D: -7	E: 2.0	F: 0	G: -4	H: -11	I: -3	J: 7

19	O=C(Cn1c(=O)c(C(F)(F)F)nc2ccccc21)N1CCC2(CC1)OCCO2
  A: -4	B: 17	C: -4	D: -19	E: 0.8	F: -1	G: -1	H: 2	I: -11	J: 19

20	COC(=O)C1=C(c2cccc(C#N)c2)C[C@@H]2CC[C@H]1N2C(=O)NCCOc1ccc(OC)cc1
  A: x	B: 7	C: -1	D: 12	E: 2.7	F: 3	G: 11	H: -16	I: -12	J: -12

Reformatted with two lines to a compound: seven of the compounds above.
Sequence of screens: NSD2 HMT inh, Arrestin-AP2 inh, Keap1 Nrf2 FP, SR-BI HDL uptake, C-LANA FP, DAGLB inh, RTF Ca sens inh, PvdQ acylase, PKA-R2B act, SR-BI DiI-HDL act
14. CC(NS(C)(=O)=O)c1nnc2n1-c1ccc(Br)cc1C(c1ccccc1Cl)=NC2 (stereo unspecified)
    -2, 18, -3, 1, -0.9, -3, 6, 3, -14, -1
15. O=C1NC(=O)C(=Cc2coc3ccccc3c2=O)C(=O)N1
    0, -2, -9, -15, 1.1, -1, -4, -13, -9, 15
16. CN1C(=O)c2ccccc2NC(=O)[C@]12O[C@@H]2c1ccccc1
    x, -1, 1, 1, 4.7, 0, 2, 0, 7, -1
17. O=[N+]([O-])c1ccc(-c2ccccc2)c([As](=O)(O)O)c1
    4, -6, -3, -3, 1.4, -4, -9, -11, -6, 3
18. Cc1cc(OCC(=O)N2CCC(C(=O)O)(c3ccccc3)CC2)c2c(C)cc(=O)oc2c1
    x, -5, 4, -7, 2.0, 0, -4, -11, -3, 7
19. O=C(Cn1c(=O)c(C(F)(F)F)nc2ccccc21)N1CCC2(CC1)OCCO2
    -4, 17, -4, -19, 0.8, -1, -1, 2, -11, 19
20. COC(=O)C1=C(c2cccc(C#N)c2)C[C@@H]2CC[C@H]1N2C(=O)NCCOc1ccc(OC)cc1
    x, 7, -1, 12, 2.7, 3, 11, -16, -12, -12

(more compounds)
Labels used below – A = NSD2 HMT inh; B = Arrestin-AP2 inh; C = Keap1 Nrf2 FP; D = SR-BI HDL uptake; E = C-LANA FP; F = DAGLB inh; G = RTF Ca sens inh; H = PvdQ acylase; I = PKA-R2B act; J = SR-BI DiI-HDL act
21	CN(C)C1C(=O)C(C(N)=O)=C(O)C2(O)C(=O)C3=C(O)c4c(O)cccc4C(C)(O)C3C(O)C12 (stereo unspecified)
  A: x	B: 26	C: -1	D: -6	E: 58	F: 2	G: 30*	H: 4	I: -3	J: 6

22	Clc1ccc(-c2nc3ccc(Cl)cn3c2CN2CCOCC2)cc1
  A: 2	B: -4	C: -8	D: 27	E: 1.3	F: -4	G: -8	H: -9	I: -5	J: -27

23	Cc1ccnc(NC(=O)CCCc2ccc(N(CCCl)CCCl)cc2)n1
  A: 11	B: -4	C: 3	D: -7	E: -6.0	F: 0	G: 1	H: -3	I: 5	J: 7

24	O=C(O)CN1C(=O)CN=C(c2ccccn2)c2cc(Cl)ccc21
  A: -5	B: 10	C: -6	D: -6	E: 2.4	F: 0	G: 2	H: 1	I: -2	J: 6

25	COC(=O)C1=C(c2ccc(-c3ccccc3)c(F)c2)C[C@@H]2CC[C@H]1N2C(=O)NCC1CC1
  A: x	B: 0	C: 0	D: -7	E: -0.7	F: -7	G: 5	H: -11	I: -6	J: 7

26	Cc1nn(Cc2ccccc2Cl)c(Cl)c1C(=O)OCC(=O)NC(=O)NC1CCCCC1
  A: 1	B: 5	C: 0	D: -43	E: 0.1	F: -5	G: -8	H: 21	I: 2	J: 43

High-throughput results: PubChem BioAssay, several laboratories

This is a subset; the hit share may differ from the screen's.
